HPDE-C7 cytotoxicity = cytotoxicity in HPDE-C7 cells, cell-based, fluorescence, HTS (AID 430); HPDE-C7 pancreatic duct cells viability, fluorescence; higher % means a stronger effect; actives 1.8% (n = 63,000); cytotoxicity, % at 10 µM; hits with a dose series show EC50 in µM;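 also: cells exposed to compound for 48 hours before viability readout; 0% = vehicle and 100% = reference cytotoxic drug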
Spn MK inh = S. pneumoniae mevalonate kinase inhibition; inhibition, % at 10 µM; actives 0.48% (n = 65,000); purified MK, PK/LDH-coupled NADH absorbance 340 nm;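 active = ranked among the strongest by inhibition in the single 10 µM screen, a fixed top-ranked set picked for dose follow-up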; also: no value below 0 was filed
HT1080 viability = cytotoxicity in HT1080 fibrosarcoma cells, cell-based, fluorescence readout (AID 620); actives 0.42% (n = 87,000); HT1080 viability, fluorescence; higher % means a stronger effect; cytotoxicity, % at 10 µM, or EC50 in µM where a hit was titrated;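 also: cells exposed to compound overnight then 4 h with Alamar Blue; 0% = vehicle DMSO and 100% = killing control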
Alkaline phosphatase = inhibition of tissue-nonspecific alkaline phosphatase – biochemical, luminescent (AID 518); purified TNAP enzyme, luminescent substrate readout; higher % means a stronger effect; inhibition, % at 20 µM; hits with a dose series show IC50 in µM; actives 0.09% (n = 64,000); in the data active = a potency from the dose series; inactive = the rest, 99 in 100 with inhibition below about 22%;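 also: plate controls were vehicle for no effect and reference inhibitor for full effect; many of its hits are not listed in these tables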
Bfl-1 inhibitors = Bfl-1 inhibitors, primary screen, biochemical, fluorescence polarization, FITC-Bid, mouse (AID 432); FITC-Bid BH3 peptide fluorescence polarization displacement; higher % means a stronger effect; actives 0.02% (n = 64,000); displacement, % at 20 µM, or IC50 in µM where a hit was titrated; in the data active = a potency from the dose series; inactive = the rest, 99 in 100 with displacement below about 15%; also: strong numbers were not always called active
HPDE-C7K KRASV12 = viability loss of HPDE-C7K cells – cell-based, fluorescence, HTS, primary screen (AID 431); HPDE-C7K KRASV12 cells, Alamar Blue viability, 48 h; higher % means a stronger effect; cytotoxicity, % at 10 µM; hits with a dose series show EC50 in µM; actives 1.7% (n = 63,000);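 active = compounds whose percent cytotoxicity in the single-dose primary screen, scaled between solvent and toxic-drug controls, exceeds 50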;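 also: 0% = DMSO solvent wells and 100% = doxorubicin-treated wells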
LYP inhibition = inhibition of human PTPN22 tyrosine phosphatase – biochemical, DiFMUP fluorescence, recombinant catalytic domain, 10 µM, primary screen (AID 606) | 52,000 tested, under 10 active | one-dose inhibition, % at 10 µM; IC50 in µM for titrated hits | recombinant LYP catalytic domain, DiFMUP fluorescence; higher % means a stronger effect;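 active = IC50 under 40 µM in the dose-response test; inactive = IC50 of 40 µM or more, or never dose-tested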
PMK inhibit = S. pneumoniae PMK inhibition | inhibition, % at 10 µM | actives 0.49% (n = 65,000) | purified PMK, PK/LDH-coupled NADH absorbance 340 nm;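 active = top-ranked compounds by inhibition in the single 10 µM screen, taking a fixed number of the strongest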;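 also: 0% = full reaction with DMSO carrier and 100% = background rate without enzyme reaction; no value below 0 was filed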
Spn DPM-DC inh = S. pneumoniae DPM-DC inhibition | calls only at 10 µM | AID 556 | purified DPM-DC, PK/LDH coupled NADH fluorescence | actives 0.49% (n = 65,000);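 active = the 320 compounds with the highest percent inhibition in the single-dose primary screen, excluding strongly autofluorescent ones, cut at about 32% in these data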;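 also: kinetic rate of NADH fluorescence loss reporting ADP formed by the decarboxylase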
PMK inhibit pilot replicates = further read-out of PMK inhibit, marked with its call; inhibition, %; measured here: pilot screen replicates
Spn MK inh pilot replicates = recorded beside Spn MK inh, whose call it bears; inhibition, %; measured here: pilot screen replicates
Spn DPM-DC inh pilot screen % = further read-out of Spn DPM-DC inh, marked with its call; inhibition, %; measured here: pilot screen trials
* marks the source's active call; other numbers are inactive results; i = inactive; · = not tested or not shown. Rule as the data show it, unless noted: active = cytotoxicity above about 50%; inactive = the rest.

SMILES	HPDE-C7 cytotoxicity	Spn MK inh	HT1080 viability	Alkaline phosphatase	Bfl-1 inhibitors	HPDE-C7K KRASV12	LYP inhibition	PMK inhibit	Spn DPM-DC inh	others
Cc1ccc(Sc2c(C)[nH]n(C(C)(C)C)c2=O)cc1	0.8%	0.0	-9.9%	3.7%	0.9%	7.1%	8.6%	12.0	i
COC(=O)c1ccccc1NC(=O)c1cnc2sccn2c1=O	2.7%	6.0	5.7%	14.1%	2.1%	-0.6%	2.6%	22.0	i	PMK inhibit pilot replicates=0.0;Spn MK inh pilot replicates=2.0;Spn DPM-DC inh pilot screen %=7.0
O=S(=O)(c1ccc2ccccc2c1)N1CCN(S(=O)(=O)N2CCOCC2)CC1	5.4%	8.0	2.1%	10.6%	-3.6%	-2.3%	2.8%	2.0	i
COCCNC(=O)CN(C(=O)CCC(=O)Nc1nccs1)c1ccccc1OC	3.8%	4.0	-2.7%	3.7%	-9.2%	0.9%	·	5.0	i
CC(NC(=O)c1cccs1)C(=O)NC1=NCCS1 (stereo not drawn)	0.1%	8.0	5.7%	11.9%	-5.7%	-4.9%	6.0%	3.0	i
CN1c2ccccc2-c2nc3ccccc3n2C1c1ccccn1 (stereo not drawn)	16.5%	7.0	34.0%	1.8%	2.2%	22.2%	-9.7%	0.0	·
CCOC(=O)C1C(=O)N(C(=O)c2ccc(OC)cc2)CC1c1ccccc1 (stereo not drawn)	-10.1%	9.0	1.7%	14.9%	-5.1%	-3.3%	6.9%	3.0	i	PMK inhibit pilot replicates=1.0;Spn MK inh pilot replicates=0.0;Spn DPM-DC inh pilot screen %=0.0
CC(=O)Nc1sc2c(c1C(c1cccs1)N1CCOCC1)CCCC2 (stereo not drawn)	3.4%	0.0	1.9%	0.9%	-5.4%	6.5%	7.4%	11.0	i
c1csc(-c2ncc3ccccn23)c1	2.3%	6.0	4.8%	1.1%	-4.4%	4.8%	4.5%	12.0	·
Cc1ccc(CNC(=O)c2ccccc2NS(C)(=O)=O)cc1	-3.0%	13.0	-0.1%	2.4%	3.5%	-5.7%	12.9%	7.0	·
COCc1c(C)cc(C)c(/C=N/O)c1C	-13.8%	6.0	-1.2%	11.2%	-2.8%	-9.0%	5.0%	5.0	i
COCCCn1c(-c2ccco2)nc2ccccc2c1=O	0.0%	9.0	-0.1%	3.2%	-5.1%	-0.5%	2.5%	9.0	i
O=C(CN1CCOCC1)Nc1ccc(OCc2ccccc2)cc1	-13.6%	11.0	5.0%	7.2%	-0.3%	-1.2%	5.8%	8.0	i
COC(=O)c1ccc(CSc2nnc3c(Cl)cc(Cl)cn23)o1	6.1%	9.0	-5.5%	9.0%	-2.9%	-9.4%	5.4%	0.0	i
CCOC(=O)CC1Sc2ccccc2NC1=O (stereo not drawn)	-25.1%	0.0	-1.8%	6.6%	-5.1%	-4.6%	1.0%	14.0	i
COc1ccc(C2C(C(=O)O)CC(=O)N2C2CCCCC2)cc1 (stereo not drawn)	6.6%	1.0	-2.7%	6.3%	-2.0%	9.6%	6.9%	9.0	i
CCCC(=O)Nc1nc2ccc(S(N)(=O)=O)cc2s1	-7.1%	1.0	-2.5%	17.1%	-3.6%	-11.2%	5.4%	7.0	i	PMK inhibit pilot replicates=0.0;Spn MK inh pilot replicates=0.0;Spn DPM-DC inh pilot screen %=0.0
O=C(c1noc2c1CCc1ccccc1-2)N1CCOCC1	-31.8%	7.0	10.0%	8.1%	2.3%	-20.1%	13.8%	20.0	i	PMK inhibit pilot replicates=1.0;Spn MK inh pilot replicates=0.0;Spn DPM-DC inh pilot screen %=2.0
Cc1cccc(OCc2nnc3n2CCCCC3)c1	-20.3%	0.0	-6.1%	-3.5%	-0.5%	-15.0%	·	13.0	i
O=C(Nc1c(F)cc(F)cc1Br)c1cc(-c2ccco2)on1	58.5%*	4.0	7.9%	5.9%	-6.0%	-2.3%	0.1%	9.0	i
CC(=O)N1C(=O)N(C(C)=O)C2C1N(C(C)=O)C(=O)N2C(C)=O (stereo not drawn)	-0.7%	10.0	-2.1%	4.4%	-5.8%	3.9%	8.0%	2.0	i
CC(C)N1CC(C(=O)Nc2nc3ccccc3s2)CC1=O (stereo not drawn)	-0.4%	9.0	6.2%	9.6%	-12.0%	-0.5%	8.7%	0.0	i
COc1ccc(C)cc1-n1c(N)c(C#N)c(C#N)c1-c1ccc(OC)c(OC)c1OC	-0.9%	0.0	2.7%	6.2%	0.6%	-8.8%	5.0%	11.0	i	PMK inhibit pilot replicates=0.0;Spn MK inh pilot replicates=0.0;Spn DPM-DC inh pilot screen %=2.5
O=C(O)C1CC=CCC1C(=O)N1CCN(c2nc(-c3ccccc3)c3ccccc3n2)CC1 (stereo not drawn)	38.8%	2.0	31.8%	11.1%	4.1%	44.0%	-0.7%	2.0	i
O=C(NCc1ccco1)c1cc(-c2ccc3c(c2)OCO3)on1	31.1%	2.0	-4.0%	1.5%	-6.5%	31.5%	10.1%	6.0	i

Entries from the list above that contain a halogen, in the order listed:
SMILES	HPDE-C7 cytotoxicity	Spn MK inh	HT1080 viability	Alkaline phosphatase	Bfl-1 inhibitors	HPDE-C7K KRASV12	LYP inhibition	PMK inhibit	Spn DPM-DC inh	others
COC(=O)c1ccc(CSc2nnc3c(Cl)cc(Cl)cn23)o1	6.1%	9.0	-5.5%	9.0%	-2.9%	-9.4%	5.4%	0.0	i
O=C(Nc1c(F)cc(F)cc1Br)c1cc(-c2ccco2)on1	58.5%*	4.0	7.9%	5.9%	-6.0%	-2.3%	0.1%	9.0	i

Next records:
SMILES	HPDE-C7 cytotoxicity	Spn MK inh	HT1080 viability	Alkaline phosphatase	Bfl-1 inhibitors	HPDE-C7K KRASV12	LYP inhibition	PMK inhibit	Spn DPM-DC inh	others
CCN(c1cccc(C(F)(F)F)c1)S(=O)(=O)c1ccc2c(c1)CCN2C(C)=O	59.5%*	0.0	·	7.7%	-0.3%	42.6%	12.8%	17.0	i
COCCN(C(=O)Nc1ccc(OC)cc1OC)C1CCN(C(C)=O)CC1	1.3%	0.0	2.3%	7.7%	-6.8%	2.6%	5.8%	17.0	i
COC(=O)c1cc(OC)c(OC)cc1-n1cnc2cc(OC)c(OC)cc2c1=O	-9.2%	3.0	19.0%	12.2%	8.2%	1.7%	-2.7%	·	i
Cn1c(Cl)nc2c1c(=O)n(Cc1cccc(Br)c1)c(=O)n2C	7.9%	10.0	10.9%	2.3%	-3.8%	13.6%	·	6.0	i
Cc1noc(C)c1S(=O)(=O)N1CCC(C(=O)Nc2ccccn2)CC1	-7.4%	0.0	4.0%	9.4%	-5.0%	-7.5%	6.9%	18.0	i	PMK inhibit pilot replicates=1.0;Spn MK inh pilot replicates=3.5;Spn DPM-DC inh pilot screen %=3.5
CCOCCCn1c(=S)[nH]c2cc(C(=O)N3CCC(C(N)=O)CC3)ccc2c1=O	0.3%	12.0	-1.0%	7.1%	-1.7%	8.9%	0.2%	6.0	i
Cn1c(=O)c2c(O)cc(=O)[nH]c2n(-c2ccccc2)c1=O	-9.9%	0.0	-4.0%	-2.6%	-4.8%	-10.2%	-16.2%	17.0	i
Oc1cccc2ccc(Nc3ccccn3)nc12	119.0%*	0.0	60.9%*	-26.0%	-2.9%	124.4%*	7.1%	3.0	i	PMK inhibit pilot replicates=6.0;Spn MK inh pilot replicates=0.0;Spn DPM-DC inh pilot screen %=10.0
COc1ccc(Cc2nnc3n2N=C(c2cc4ccccc4o2)CS3)cc1OC	-0.3%	14.0	-2.6%	14.5%	-4.6%	-4.3%	13.1%	13.0	i	PMK inhibit pilot replicates=2.0;Spn MK inh pilot replicates=0.0;Spn DPM-DC inh pilot screen %=1.5
CCOC(=O)C1=C(CC)Nc2ccccc2N=C1NC(=O)Cn1cnc2ccccc2c1=O	-0.3%	3.0	-5.7%	13.6%	3.5%	-2.7%	9.2%	7.0	i	PMK inhibit pilot replicates=4.0;Spn MK inh pilot replicates=1.0;Spn DPM-DC inh pilot screen %=2.5
Cc1nc2c(c(=O)n1Cc1ccco1)c1nc3ccccc3nc1n2Cc1ccccc1	-16.2%	15.0	-4.0%	3.6%	-12.2%	-20.1%	·	1.0	i
c1cc2c3c(cccc3c1)NC1(CCCCCC1)N2	0.8%	11.0	-9.0%	14.1%	23.0%	11.0%	10.4%	7.0	·
CCn1nc(CC(=O)Nc2ccc(-n3cnnn3)c(C)c2)c2ccccc2c1=O	-17.6%	5.0	6.5%	2.4%	-0.8%	-16.3%	·	0.0	i
COc1ccc2cc3cc(C(=O)NCCN4CCN(c5ccccc5F)CC4)oc3nc2c1	9.7%	3.0	3.5%	12.0%	-13.1%	0.1%	7.7%	14.0	·
COc1ccc(N2CCN(C(CNC(=O)c3ccco3)c3cccnc3)CC2)cc1 (stereo not drawn)	3.2%	11.0	5.7%	7.0%	-2.2%	4.6%	5.2%	11.0	i
CCOC(=O)C1=C(C)NC(=O)NC1c1ccco1 (stereo not drawn)	-18.1%	13.0	-2.8%	9.1%	1.7%	-2.4%	6.5%	5.0	i
Cc1ccc2nc(NC(=O)CNS(=O)(=O)c3ccc(Br)s3)sc2c1	4.1%	3.0	26.4%	4.8%	2.9%	4.1%	10.0%	11.0	i
O=C(C1CCCCN1S(=O)(=O)c1ccc(F)cc1)N1CCN(c2ccccc2F)CC1 (stereo not drawn)	-12.0%	3.0	-1.7%	6.3%	-1.0%	-15.5%	-14.3%	0.0	i
CCn1nc(C(=O)NC2=NCCS2)c2ccccc2c1=O	-11.3%	9.0	11.8%	9.1%	-4.1%	-3.6%	·	0.0	i
CCN(CC)C(=O)NC1CC2CCCC(C1)N2Cc1ccccc1 (stereo not drawn)	4.8%	6.0	·	5.5%	-3.9%	-3.0%	·	27.0*	i
O=C1N=C(c2ccccc2)C(c2ccccc2)N1 (stereo not drawn)	-2.6%	9.0	·	10.8%	-11.3%	-2.8%	4.9%	0.0	·
C=CCOC(=O)COc1ccc2c(C)c(C)c(=O)oc2c1C	-5.1%	5.0	-1.5%	9.3%	6.0%	1.7%	·	10.0	·	PMK inhibit pilot replicates=1.0;Spn MK inh pilot replicates=4.0
COc1ccc(NC(=O)CCSc2nnc(C)s2)cc1	-3.1%	13.0	·	9.5%	-2.1%	4.8%	·	0.0	i
COc1ccc2[nH]c(=O)c(CN(CCCN(C)C)C(=O)Nc3ccc(F)cc3)cc2c1	10.1%	3.0	16.2%	10.6%	0.7%	11.5%	·	9.0	i
Cc1ccccc1Cn1ccc(NC(=O)c2cnn3cccnc23)n1	6.6%	17.0	-0.1%	6.4%	0.0%	15.3%	-1.2%	3.0	i

Structures from the list above containing a Cl atom:
SMILES	HPDE-C7 cytotoxicity	Spn MK inh	HT1080 viability	Alkaline phosphatase	Bfl-1 inhibitors	HPDE-C7K KRASV12	LYP inhibition	PMK inhibit	Spn DPM-DC inh	others
COC(=O)c1ccc(CSc2nnc3c(Cl)cc(Cl)cn23)o1	6.1%	9.0	-5.5%	9.0%	-2.9%	-9.4%	5.4%	0.0	i
Cn1c(Cl)nc2c1c(=O)n(Cc1cccc(Br)c1)c(=O)n2C	7.9%	10.0	10.9%	2.3%	-3.8%	13.6%	·	6.0	i

Bioassay records: PubChem, several laboratories
